Screens deposited in PubChem BioAssay by several laboratories.
EBV LMP1 NFkB – EBV LMP1-driven NF-kappaB luciferase reporter inhibitors, primary screen, cell-based, luminescence, single point | LMP1-induced NF-kappaB luciferase reporter cells | inhibition, % at 12.5 µM | 0.69% of 350,000 active | AID 504558, 2011; in the data active = inhibition above about 41%;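 also: 0% = neutral control wells and 100% = reference inhibitor control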
MC4R antag cAMP – MC4R antagonists of cAMP signaling, primary screen, cell-based, TR-FRET, antagonist arm of biased-ligand search; AID 540295, 2011; inhibition, % at 6.5 µM; 0.48% of 360,000 active; MC4R-expressing cells, MTII-stimulated cAMP, LANCE TR-FRET;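 active = inhibition above its plate's cutoff, the mean of tested wells on that plate plus 3 SD, cut at about 29% in these data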;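 also: 0% = Melanotan II alone and 100% = Melanotan II plus saturating MCL0020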
Target sequence (P32245 whole entry, looked up): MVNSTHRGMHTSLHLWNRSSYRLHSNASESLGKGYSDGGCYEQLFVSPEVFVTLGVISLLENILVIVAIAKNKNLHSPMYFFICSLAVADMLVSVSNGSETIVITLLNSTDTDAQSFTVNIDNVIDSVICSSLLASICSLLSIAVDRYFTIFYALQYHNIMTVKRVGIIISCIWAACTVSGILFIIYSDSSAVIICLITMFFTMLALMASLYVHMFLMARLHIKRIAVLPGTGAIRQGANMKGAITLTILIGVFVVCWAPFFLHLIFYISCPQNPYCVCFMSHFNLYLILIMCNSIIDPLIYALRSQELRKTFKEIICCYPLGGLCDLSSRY
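System: U2OS cells stably expressing human melanocortin 4 receptor (MC4R). Reagent: Melanotan II challenge after compound preincubation. Doses: 6.5 µM. Times: 30-min compound, 1-h challenge, 1-h detection, room temperature. Measured by: TR-FRET with Eu-cAMP and labeled anti-cAMP, 671 nm. Replicates: singlicate.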
NOD2-RIPK2 inh – NOD2-RIPK2 binding disruptors in cells, primary screen, fluorescence, CHO cells, BLA complementation; Receptor-interacting serine/threonine-protein kinase 2 (Homo sapiens), O43353; inhibition, % at 4.98 µM; CCF4 ratio; AID 624267, 2012; 0.38% of 360,000 active; in the data active = inhibition above about 21%;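 also: 0% = vehicle only and 100% = reference blocker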
NCOA3 inh – SRC3 coactivator transcriptional activity inhibitors, primary screen, cell-based, luminescence. Nuclear receptor coactivator 3 (Homo sapiens), Q9Y6Q9. HEK293 GAL4-SRC3 luciferase reporter. inhibition, % at 3.6 µM. 0.17% of 360,000 active;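 active = inhibition above a per-campaign cutoff, the mean of all compounds plus 3 SD, cut at about 60% in these data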;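 also: 0% = DMSO-treated cells and 100% = gossypol-treated cells at 36 µM; higher means less SRC3-driven luciferase light from the GAL4 reporter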
NR2F2 inh – NR2F2 transcriptional activity inhibitors, primary screen, cell-based, luciferase reporter, HEK293T, luminescence; COUP transcription factor 2 (Homo sapiens), P24468; HEK293T NGFI-A luciferase reporter; inhibition, % at 8.6 µM; 0.7% of 370,000 active; AID 686940, 2013;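 active = inhibition above a per-plate cutoff, mean inhibition of test wells between control levels plus 3 SD, cut at about 38% in these data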;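 also: cells cotransfected with COUP-TFII expression vector driving the NGFI-A reporter; 0% = median of COUP-TF2 test wells and 100% = reporter-only cells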
Target sequence (P24468 whole entry, looked up): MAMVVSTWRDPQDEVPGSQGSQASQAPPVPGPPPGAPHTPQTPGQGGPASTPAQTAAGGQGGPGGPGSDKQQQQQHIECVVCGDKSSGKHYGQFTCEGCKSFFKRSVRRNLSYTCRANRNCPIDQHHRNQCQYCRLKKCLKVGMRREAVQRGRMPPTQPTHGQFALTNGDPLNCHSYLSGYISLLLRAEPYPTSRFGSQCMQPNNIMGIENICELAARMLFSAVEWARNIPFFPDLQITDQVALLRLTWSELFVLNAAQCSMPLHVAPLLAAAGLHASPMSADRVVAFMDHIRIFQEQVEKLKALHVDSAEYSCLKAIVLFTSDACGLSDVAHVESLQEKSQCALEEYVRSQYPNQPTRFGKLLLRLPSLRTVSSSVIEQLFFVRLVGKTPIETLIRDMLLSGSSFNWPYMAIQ
NCOA1 inh – SRC1 coactivator transcriptional activity inhibitors, primary screen, cell-based, luminescence | Nuclear receptor coactivator 1 (Homo sapiens), Q15788 | HEK293 GAL4-SRC1 luciferase reporter | 0.12% of 360,000 active | inhibition, % at 3.6 µM;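 active = inhibition above the campaign mean plus 3 SD, with each screening campaign given its own cutoff, cut at about 60% in these data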;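 also: 0% = DMSO treated cells and 100% = gossypol at 36 µM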
MC4R ag barr – MC4R agonists recruiting beta-arrestin, primary screen, cell-based, luminescence, agonist arm of biased-ligand search; Melanocortin receptor 4 (Homo sapiens), P32245; U2OS MC4R beta-arrestin complementation; percent of melanotan II response, DMSO zero; activation, % at 8.9 µM; 0.98% of 360,000 active; AID 540308, 2011;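 active = activation above a per-plate cutoff, the mean activation of sample wells on that plate plus 3 SD, cut at about 8% in these data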
TLR9-MyD88 inh – inhibitors of TLR9-MyD88 association in cells, primary screen, cell-based, CHO, BLA complementation, fluorescence; Toll-like receptor 9 (Homo sapiens) + Myeloid differentiation primary response protein …; CCF4 FRET ratio; inhibition, % at 4.98 µM; 0.21% of 340,000 active; AID 504734, 2011;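 active = inhibition above the mean over all tested compounds plus 3 SD, cut at about 21% in these data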;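 also: 0% = DMSO only wells and 100% = clavulanate BLA inhibitor control wells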
NCOA2 inhibitor – inhibition of GAL4-SRC2 driven luciferase reporter, primary screen, SRC2 inhibitor project, cell-based, luminescence. HEK293 GAL4-SRC2 luciferase reporter. 0.17% of 370,000 active. inhibition, % at 9 µM. AID 651957, 2012;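 active = inhibition above the mean inhibition of all tested compounds plus 3 SD, set per campaign, cut at about 52% in these data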;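 also: 0% = DMSO treated cells and 100% = cells given Gossypol at 36 µM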
ABHD5-PLIN5 inh – ABHD5-PLIN5 interaction inhibitors, primary screen, cell lysate, split luciferase complementation, luminescence. Perilipin-5 (Homo sapiens) + 1-acylglycerol-3-phosphate O-acyltransferase ABHD5 (Homo …. Split G. princeps luciferase complementation, 4 h. inhibition, % at 4 µM. 0.78% of 360,000 active. AID 602281, 2012;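 active = inhibition above the mean inhibition across every tested compound plus 3 SD, cut at about 22% in these data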;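 also: 0% = DMSO only wells and the 100% control is not disclosed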
NR5A2 inv ag – LRH-1 (NR5A2) inverse agonists, primary screen, cell-based, luminescence, HEK293T, StAR-luciferase reporter; AID 602396, 2012; Nuclear receptor subfamily 5 group A member 2 (Homo sapiens), O00482; inhibition, % at 3.6 µM; 0.13% of 360,000 active; LRH-1 transfected, 24 h;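 active = inhibition above the mean inhibition of all tested compounds plus 3 SD, cut at about 73% in these data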;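 also: 0% = DMSO wells and 100% = reporter-only cells lacking LRH-1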
* hit, by the source's call; / = not tested or not shown. This is a subset. The share of hits here may be higher or lower than overall.

nr	EBV LMP1 NFkB	MC4R antag cAMP	NOD2-RIPK2 inh	NCOA3 inh	NR2F2 inh	NCOA1 inh	MC4R ag barr	TLR9-MyD88 inh	NCOA2 inhibitor	ABHD5-PLIN5 inh	NR5A2 inv ag	compound
1	-18	-1	-4	-21	-31	-39	-3.1	4	-44	0	-30	COc1cccc(C(=O)N/N=C(/CCC(=O)O)c2ccccc2)c1
2	-15	1	-3	7	21	11	-1.6	-8	14	-1	27	CCOc1ccc(NC(=O)CN(C)C(=O)c2cc(-c3ccc(OC)cc3)nc3ccccc23)cc1OCC
3	0	4	-2	14	-21	-32	0.0	-3	-29	5	3	O=C(COC(=O)c1ccc2c(c1)OCCO2)NCCc1ccccc1
4	0	13	3	3	12	-3	-0.5	-18	2	-6	14	CC(Oc1ccc(F)cc1)C(=O)Nc1cccc(S(=O)(=O)N(C)c2ccccc2)c1 (stereo unspecified)
5	-3	3	-5	3	-5	-3	-4.1	3	1	4	7	Cc1cc(C)c(NC(=O)CNC(=O)CN2C(=O)NC3(CCCc4ccccc43)C2=O)c(C)c1 (stereo unspecified)
6	-32	-4	-15	-24	-4	-24	-0.6	4	26	6	29	COc1ccc(NC(=O)COC(=O)CCc2ccc(S(=O)(=O)N3CCOCC3)cc2)cc1Cl
7	-3	8	2	-9	6	8	-0.9	4	33	0	17	O=C(CNC(=O)N1CC(=O)Nc2ccccc21)Nc1ccc(Cl)cc1Cl
8	6	0	-14	24	/	8	0.1	8	/	4	19	COc1ccccc1N1CCc2c(C)nc3c(OC)cccc3c21
9	2	-1	4	2	-1	-8	-0.8	11	-13	-5	-6	CCC(C)NC(=O)C1CCN(S(=O)(=O)c2ccc(OC)cc2)CC1 (stereo unspecified)
10	-14	0	3	-43	-5	-35	-1.7	-10	-20	-1	-28	Nc1c(C(=O)NCCc2ccccc2)nnn1Cc1ccccc1
11	-2	3	-4	3	17	-11	-2.3	-1	24	-2	-1	CCC(CC)C(=O)c1c[nH]c(C(=O)OC)c1
12	27	0	-13	-25	-18	-51	1.2	-12	-15	0	-15	Cc1noc(C)c1C(=O)Nc1nc(-c2cccs2)cs1
13	/	6	8	0	-4	16	0.4	/	4	1	-16	COc1ccccc1-c1cnc(C(O)c2ccc(Cl)c(F)c2)[nH]1 (stereo unspecified)
14	3	-2	2	-5	-6	-46	-1.6	6	2	4	3	COc1cc(NC(=O)CCc2c(C)nc3nc(C)nn3c2C)cc(OC)c1
15	6	11	-16	14	16	-2	0.3	-3	9	-7	-10	CC1=C(C(=O)OC(C)C)C(c2cccs2)N2C(=O)C(C)SC2=N1 (stereo unspecified)
16	-7	3	-5	-7	12	-12	-1.6	4	-28	1	-5	Cc1ccc(C)c(N(CC(=O)NC(C)(C)C)C(=O)CNC(=O)c2cccs2)c1
17	-5	11	-5	1	-2	13	-2.8	-6	14	-8	3	O=C1OC(C(=O)NCc2ccccc2)Cc2ccccc21 (stereo unspecified)
18	1	10	-4	-2	23	-5	-1.7	-1	-4	5	-11	CN(C)S(=O)(=O)N1CCC(Oc2ccc(C(=O)NC3Cc4ccccc4C3)cc2)CC1
19	-13	1	-1	-15	-4	-23	0.7	4	-3	-1	-12	CCCC1c2ccc(C)n2CCN1C(=O)Nc1ccc(F)cc1 (stereo unspecified)
20	-1	9	-4	4	-12	-1	-0.9	6	4	7	18	CCN(CC)S(=O)(=O)c1ccc(OCC(=O)NC(=O)Cc2ccccc2)c([N+](=O)[O-])c1
21	-2	19	-6	6	11	8	-1.2	-8	7	-1	2	CN(CC(=O)Nc1ccc(F)c(F)c1F)C(=O)Cc1ccc2c(c1)OCCO2
22	-5	-1	-6	-77	-37	-157	-2.7	-10	-30	4	-112	O=C(NCC1CCCO1)c1sc2ccccc2c1Cl (stereo unspecified)
23	4	-8	-3	5	-3	4	-2.2	1	-7	-5	11	O=C1c2ccc(Cl)cc2S(=O)(=O)c2cccc(C(=O)N3CCN(c4ccc(Cl)cn4)CC3)c21
24	-14	5	-3	11	-11	-22	-1.9	-10	5	5	-10	COc1ccc(OC)c(NC(=O)CCNS(=O)(=O)c2cccc3nonc23)c1

Some entries already given with just NCOA1 inh, MC4R antag cAMP and MC4R ag barr:
| no. | structure | NCOA1 inh | MC4R antag cAMP | MC4R ag barr |
| --- | --- | --- | --- | --- |
| 18 | CN(C)S(=O)(=O)N1CCC(Oc2ccc(C(=O)NC3Cc4ccccc4C3)cc2)CC1 | -5 | 10 | -1.7 |
| 17 | O=C1OC(C(=O)NCc2ccccc2)Cc2ccccc21 (stereo unspecified) | 13 | 11 | -2.8 |
| 19 | CCCC1c2ccc(C)n2CCN1C(=O)Nc1ccc(F)cc1 (stereo unspecified) | -23 | 1 | 0.7 |
| 24 | COc1ccc(OC)c(NC(=O)CCNS(=O)(=O)c2cccc3nonc23)c1 | -22 | 5 | -1.9 |
| 22 | O=C(NCC1CCCO1)c1sc2ccccc2c1Cl (stereo unspecified) | -157 | -1 | -2.7 |

More entries follow.
nr	EBV LMP1 NFkB	MC4R antag cAMP	NOD2-RIPK2 inh	NCOA3 inh	NR2F2 inh	NCOA1 inh	MC4R ag barr	TLR9-MyD88 inh	NCOA2 inhibitor	ABHD5-PLIN5 inh	NR5A2 inv ag	compound
25	1	14	2	2	2	-18	-2.9	8	0	-4	4	CC(=O)c1c(C)[nH]c(C(=O)COC(=O)CN2C(=O)C3CCCCC3C2=O)c1C (stereo unspecified)
26	5	6	11	5	-3	-11	-0.4	-1	-1	5	-6	Cc1ccc(Nc2nc(N)nc(CN3CCCCCC3)n2)c(C)c1
27	0	-2	-15	4	3	-6	-1.3	-5	-34	0	22	Cn1ccc(C(=O)OCC(=O)Nc2cccc3ccccc23)n1
28	5	18	-5	6	0	-27	-2.6	-5	4	3	6	O=C(OCC(=O)c1ccccc1Br)c1ccncc1
29	-5	4	-4	-30	4	-2	0.3	1	-12	-1	-33	Cc1cc2nc(-c3ccc[nH]c3=O)n(Cc3cccc(F)c3)c2cc1C
30	0	13	-10	12	-6	-70	-1.7	-3	-4	1	7	CCOC(=O)N1CCC(N(CCN(C)C)C(=S)Nc2cc(Cl)cc(Cl)c2)CC1
31	0	12	2	-39	-22	-65	-2.9	-11	-31	-2	-24	CC1CCN(CCCn2c(=S)[nH]c3c(sc4ccccc43)c2=O)CC1
32	-3	2	8	-13	-13	-7	-0.7	-3	-27	0	-4	OCC[C@H]1C[C@@H](O)[C@H](O)[C@@]2(Cc3ccccc3CO2)O1
33	-3	7	-10	8	10	-26	-2.2	-1	-4	3	10	Cc1ccccc1NC(=S)N(C)Cc1cn(C)c2ccccc12
34	-36	13	-1	11	13	-1	-1.4	-6	4	11	12	CC1CCN(C(=O)C2CCCN(S(=O)(=O)c3ccc4c(c3)CC(C)N4C(=O)C3CC3)C2)CC1 (stereo unspecified)
35	1	13	-8	1	8	-3	-1.6	0	12	4	32	O=C(CCNC(=O)c1ccco1)Nc1ccc(Cl)c(C(F)(F)F)c1
36	0	5	-10	18	2	4	-2.2	-6	8	-4	-11	COc1ccc(S(=O)(=O)N2CCN(Cc3cccs3)CC2)cc1OC
37	-8	9	-15	-4	-2	-12	-1.5	-1	-15	-23	-5	O=C(COC(=O)CCC(=O)N1CCOCC1)Nc1ccc(Br)cc1Br
38	-3	9	0	11	-10	2	-0.7	7	-17	4	-6	N=C1C(c2nc3ccccc3c(=O)[nH]2)=C(O)CN1CCO
39	-2	5	-10	5	-11	9	0.5	-7	-3	4	-2	COc1cc2c(cc1OC)CN(Cc1ccc(C)s1)CC2
40	1	-13	-5	26	10	7	-1.7	0	0	-16	29	Oc1ccc(N=Cc2c(O)ccc3ccccc23)cc1
41	-9	1	-2	2	-4	4	-0.5	-7	-10	-5	17	COc1cc(C(=O)NCc2cn3cccc(C)c3n2)cc(OC)c1OC
42	-16	4	3	0	-12	-16	-0.2	-2	-14	-3	2	O=C(OCC(=O)N1CCc2ccccc21)c1ccccc1
43	-28	15	2	6	12	-25	-0.7	3	5	2	-2	O=C(N/N=C/c1ccc([N+](=O)[O-])o1)c1cn(-c2ccccc2)nc1-c1ccccc1
44	-9	3	-4	-6	-21	-5	-0.9	2	-8	-14	4	O=C(CCl)NNc1cccc(Cl)n1
45	-16	-2	-8	2	14	-10	-0.4	1	0	2	-5	CC(=O)Nc1cc2c(cc1C(C)=O)OCCO2
46	-1	15	-2	-20	-14	-3	0.5	-8	-8	-7	-10	CCC(=O)Nc1cccc(NC(=O)CSc2nnc(-c3ccc(NS(C)(=O)=O)cc3)n2C)c1
47	-2	7	-7	10	-1	-2	-0.3	0	-20	26*	-3	CCN(CC(=O)Nc1c(F)cccc1F)C(=O)CSCC(=O)Nc1ccc(OC)cc1

Some of these compounds in order of SMILES length, largest number first:
nr	EBV LMP1 NFkB	MC4R antag cAMP	NOD2-RIPK2 inh	NCOA3 inh	NR2F2 inh	NCOA1 inh	MC4R ag barr	TLR9-MyD88 inh	NCOA2 inhibitor	ABHD5-PLIN5 inh	NR5A2 inv ag	compound
47	-2	7	-7	10	-1	-2	-0.3	0	-20	26*	-3	CCN(CC(=O)Nc1c(F)cccc1F)C(=O)CSCC(=O)Nc1ccc(OC)cc1
42	-16	4	3	0	-12	-16	-0.2	-2	-14	-3	2	O=C(OCC(=O)N1CCc2ccccc21)c1ccccc1
45	-16	-2	-8	2	14	-10	-0.4	1	0	2	-5	CC(=O)Nc1cc2c(cc1C(C)=O)OCCO2
44	-9	3	-4	-6	-21	-5	-0.9	2	-8	-14	4	O=C(CCl)NNc1cccc(Cl)n1
